Source: PubChem (National Center for Advancing Translational Sciences (NCATS))
D2 PAM = HTS Assay for Positive Allosteric Modulators of the Human D2 Dopamine Receptor: Primary Screen for Potentiators | D(2) dopamine receptor (Homo sapiens), P14416 | HEK293 T-REx D2, calcium flux, EC20 dopamine potentiation | potentiation, % at 10 µM | 340,000 tested, 0.34% active | AID 485347, 2010;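 active = potentiation over 3 SD above the plate norm, cut at about 30% in these data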; note: 0% is about no effect
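Cells plated with tetracycline inducer and held overnight at 30 C; calcium dye loaded 30–90 min at room temperature; baseline taken, compound added and read 180 s; EC20 dopamine then added and read 180 s.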
RXFP1 agonist = qHTS Assay for Agonists of the Relaxin Receptor RXFP1; Relaxin receptor 1 (Homo sapiens), Q9HBX9; Potency, µM (top dose mostly 57.5 µM), for inactives: top-dose activation, usual class: activators; 370,000 tested, 0.3% active; AID 2676, 2010; HEK293T-RXFP1 cAMP TR-FRET, 30 min; response scale: percent of porcine relaxin response, buffer zero; active = well fitted activation curve with a large enough effect; note: potency is the fitted concentration of half-maximal effect; % is set by controls: 0 for no effect and ±100 for the full control effect; nearly all actives have a fitted effect of over 60% in size; many of its hits are not listed in these tables
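HEK293T cells stably expressing RXFP1 were pretreated with the PDE4 inhibitor Ro 20174, exposed to compounds for 30 min at 37C, lysed, and cAMP was read by TR-FRET. Data normalized to buffer (basal) and 29 nM porcine relaxin (100%).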
RXFP1 antag = qHTS Assay for Antagonists of the Relaxin Receptor RXFP1; Relaxin receptor 1 (Homo sapiens), Q9HBX9; HEK293-RXFP1, relaxin-stimulated cAMP HTRF, 30 min; active compounds read low; activity change, negative = inhibition, % at 57.5 µM; 350,000 tested, 0.59% active; AID 1259400, 2018;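 active = activity change of -60% or lower, but not beyond a set lower limit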; note: % is set by controls: 0 for no effect and ±100 for the full control effect
TRHR enhancer = qHTS for Small Molecule Agonists and Allosteric Enhancers of Human TRH Receptor: Primary Screen for Enhancers. TRHR cells, fluo-8 calcium fluorescence, EC20 TRH enhancement. 360,000 tested, 0.66% active. Thyrotropin-releasing hormone receptor (Homo sapiens), P34981. AID 493056, 2011. enhancement, % at 2 µM; in the data active = enhancement above about 30%; note: 0% is about no effect
Target sequence (P34981 whole entry, looked up): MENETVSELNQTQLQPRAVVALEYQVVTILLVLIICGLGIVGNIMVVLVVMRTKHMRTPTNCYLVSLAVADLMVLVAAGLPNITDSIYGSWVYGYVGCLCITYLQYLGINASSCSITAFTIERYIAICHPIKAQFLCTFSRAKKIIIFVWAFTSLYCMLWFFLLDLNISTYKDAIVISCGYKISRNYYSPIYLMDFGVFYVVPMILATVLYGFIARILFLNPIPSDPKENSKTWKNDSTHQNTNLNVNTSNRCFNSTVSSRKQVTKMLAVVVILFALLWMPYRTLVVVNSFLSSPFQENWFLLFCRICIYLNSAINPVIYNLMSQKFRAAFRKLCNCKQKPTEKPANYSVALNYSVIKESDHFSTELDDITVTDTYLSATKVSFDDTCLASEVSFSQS
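Enhancer read-out: after compound pinning and an initial kinetic agonist-mode read, an EC20 of TRH (10 nM final) was injected and fluo-8 calcium signal (Ex 480/Em 530) followed at 1 s/cycle for 100 cycles in TRHR-expressing cells.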
D1 potentiator = Potentiators of Human D1 Dopamine Receptor: qHTS; D(1A) dopamine receptor (Homo sapiens), P21728; HEK293 TREx D1 cells, calcium flux, dopamine EC20 potentiation; potentiation, % at 10 µM; 360,000 tested, 0.036% active; AID 504651, 2011; in the data active = potentiation above about 30%; note: 0% is about no effect
Target sequence (P21728 whole entry, looked up): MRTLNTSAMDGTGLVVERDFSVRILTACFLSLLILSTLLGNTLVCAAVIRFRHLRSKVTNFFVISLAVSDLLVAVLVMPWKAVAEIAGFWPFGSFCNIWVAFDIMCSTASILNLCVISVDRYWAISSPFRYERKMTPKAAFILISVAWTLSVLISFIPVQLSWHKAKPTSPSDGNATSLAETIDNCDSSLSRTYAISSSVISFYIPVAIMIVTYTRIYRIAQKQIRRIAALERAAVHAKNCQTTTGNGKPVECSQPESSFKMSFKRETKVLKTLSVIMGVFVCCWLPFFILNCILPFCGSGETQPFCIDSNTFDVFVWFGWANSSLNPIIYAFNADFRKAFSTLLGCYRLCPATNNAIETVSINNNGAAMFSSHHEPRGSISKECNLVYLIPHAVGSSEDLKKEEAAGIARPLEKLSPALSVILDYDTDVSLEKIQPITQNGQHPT
D1 agonist = Allosteric Agonists of the Human D1 Dopamine Receptor: qHTS; D(1A) dopamine receptor (Homo sapiens), P21728; 360,000 tested, 1% active; HEK293 T-REx D1 cells, calcium flux, agonist mode; activation, % at 2 µM; in the data active = activation above about 30%; note: 0% is about no effect
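Inducible HEK293 T-REx D1 cells, force-coupled to calcium signalling, were plated at 4000 cells/well with tetracycline and held overnight at 30 C. After no-wash calcium dye loading, compound-evoked calcium rise over 180 s flagged agonists.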
D2 ag = HTS Assay for Allosteric Agonists of the Human D2 Dopamine Receptor: Primary Screen for Agonists | HEK293 T-REx D2 cells, calcium flux agonist mode | activation, % at 2 µM | 340,000 tested, 0.53% active | AID 485358, 2010;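 active = activation over 3 SD above normal in the single-dose calcium agonist read, cut at about 30% in these data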; note: 0% is about no effect
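In this primary screen, compounds producing a positive calcium signal within 180 s of addition to tetracycline-induced, force-coupled HEK293 Trex D2 cells are flagged; cells are dye-loaded with a no-wash calcium kit beforehand.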
D1 antagonist = Antagonist of Human D 1 Dopamine Receptor: qHTS | D(1A) dopamine receptor (Homo sapiens), P21728 | HEK293 TREx D1 cells, calcium flux, dopamine EC80; active compounds read low | activity change, negative = inhibition, % at 10 µM | 360,000 tested, 3.2% active; in the data active = activity change below about -30%; note: % is set by controls: 0 for no effect and ±100 for the full control effect
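Calcium flux readout: force-coupled, inducible Hek293 Trex D1 line, cells induced overnight at 30 C with tetracycline, dye-loaded 30–90 min at RT. Antagonism scored against EC80 dopamine challenge given 180 s after compound.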
D2 antagonist = HTS Assay for Allosteric Antagonists of the Human D2 Dopamine Receptor: Primary Screen for Antagonists | D(2) dopamine receptor (Homo sapiens), P14416 | HEK293 TREx D2 cells, calcium flux, dopamine EC80 | inhibition, % at 10 µM | 340,000 tested, 2% active; in the data active = inhibition above about 30%; note: 0% is about no effect
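Dopamine at EC80 is the agonist stimulus; test compounds precede it by 180 s. Calcium flux read kinetically in a force-coupled, inducible HEK293 T-REx D2 cell line.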
* = called active by the depositor; / = not tested or not shown; & = joins results of further samples. An excerpt (hit frequency here may not be typical).

compound	D2 PAM	RXFP1 agonist	RXFP1 antag	TRHR enhancer	D1 potentiator	D1 agonist	D2 ag	D1 antagonist	D2 antagonist
CNC(=O)c1nc(C)n(-c2cc(Cl)ccc2Cl)n1	-1	-0.5%	-12	10	-2	1	0.3	-1	-15
O=C(O)c1ccccc1C(=O)Nc1ccc(S(=O)(=O)N2CCCC2)cc1	-15	-1.3%	-2	8	-11	3	0.9	-6	-8
Cc1cc(C)c(NC(=O)CNC(=O)c2ccc(-n3cncn3)c([N+](=O)[O-])c2)c(C)c1	0	0.3%	-4	9	6	4	-0.1	10	13
CCOC(=O)c1c(C)[nH]c(C(=O)COC(=O)c2ccc(O)cc2O)c1C	8	2.8%	-5	2	2	3	-2.2	10	-25
Cc1ccc(-c2csc(N3CCN(c4cc5c(cc4Cl)nc(-c4ccncc4)n5CCOCCO)CC3)n2)cc1	-9	2.6%	/	-1	-2	1	-1.2	0	2
COc1ccc(NC(=O)CS(=O)(=O)c2ccc(C)cc2)c(OC)c1	-2	0.9%	2	0	3	-1	-0.1	1	0
Cn1ncc2c(Nc3ccc(-c4ccccc4)cc3)ncnc21	4	2.9%	0	26	-3	3	0.2	-18	-4
OCCNCCNCc1ccccc1OCc1ccccc1	0	-0.4%	-8	5	-2	0	0.7	-12	1
COc1ccc(-c2nnn(CC(=O)N(c3cccc(O)c3)C(C)C(=O)NC3CCCC3)n2)cc1OC (configuration not stated)	-5	0.8%	7	15	-8	1	0.0	-32*	5
Cn1cc(S(=O)(=O)N2CCOCC2)cc1C(=O)NCc1ccccc1Cl	11	-0.3%	-4	-3	-3	1	-0.3	2	19
CC1CCN(c2ccc(C(=O)OCC(=O)NCCN3C(=O)CSC3=O)cc2[N+](=O)[O-])CC1	5	0.6%	3	3	-4	5	-0.4	5	-2
CC1CCCN(c2oc(-c3cccc4ccccc34)nc2C#N)C1 (configuration not stated)	4	1.2%	1	-3	-1	1	-0.2	2	8
Cc1ccc(SCC(=O)c2c(C)nc3ccccn23)cc1	3	-1.2%	11	1	3	11	0.4	-15	-11
NNC(=O)c1oc2ccccc2c1-n1cccc1	5	0.3%	-27	8	9	1	-0.2	4	-1
CCOC(=O)c1c(C)[nH]c(C(=O)OCC(=O)c2ccc3c(c2)NC(=O)CO3)c1C	1	0.4%	-7	-2	5	2	-0.4	2	4
O=C(CCC(=O)Nc1ccccc1Cl)NN=C1CCCC1	-8	1.2%	3	1	4	3	0.0	14	-1
CC(=O)N1NC(=Nc2ccccc2)SC1(C)C	-22	-0.6%	-2	14	-5	7	0.1	-8	5
Cc1cc(=O)n2[nH]c(-c3ccc(C(C)(C)C)cc3)cc2n1	-7&3	-0.2%&1.7%	-4	2&-2	0&2	2&1	0.0&0.4	7&-8	5&0
Nn1c(COc2cccc(Br)c2)nnc1SCC(=O)N1CCc2ccccc2C1	-4	1.7%	-15	-8	-2	-1	2.4	6	3
Cc1cc(C)n(-c2ccc(C(=O)OCC(=O)NC(c3ccccc3)c3ccccc3)cc2)n1	1	9.1%	-13	-4	-6	31*	3.9	-12	-1
COc1ccc(-c2noc3c2-c2nc(C4CCCCC4)sc2CC3)cc1	-2	-0.6%	/	6	19	3	-0.1	14	-6
C=CCC1NS(=O)(=O)OCC1NC(=O)OCC(Cl)(Cl)Cl (configuration not stated)	4	-0.4%	/	-4	-2	1	0.9	1	10
Cc1nn(Cc2ccccc2)c(C)c1CNC(=O)c1ccc(F)c(S(=O)(=O)N2CCOCC2)c1	0	1.3%	1	0	-9	2	-1.0	-20	6
CCc1cccc(C)c1N(C(=O)Cn1c(CO)nc2ccccc21)C(C)COC (configuration not stated)	-9	-0.6%	14	-7	-12	2	0.6	-12	4
COc1ccc(N2CCN(CCCNC(=S)Nc3c(C)cccc3C)CC2)cc1	-24	-2.0%	-7	-4	-10	1	0.2	-14	7

Record cards (already shown). Order of values: D2 PAM	RXFP1 agonist	RXFP1 antag	TRHR enhancer	D1 potentiator	D1 agonist	D2 ag	D1 antagonist	D2 antagonist
`O=C(O)c1ccccc1C(=O)Nc1ccc(S(=O)(=O)N2CCCC2)cc1` across the screens: -15	-1.3%	-2	8	-11	3	0.9	-6	-8
`CC(=O)N1NC(=Nc2ccccc2)SC1(C)C` across the screens: -22	-0.6%	-2	14	-5	7	0.1	-8	5

Next part:
compound	D2 PAM	RXFP1 agonist	RXFP1 antag	TRHR enhancer	D1 potentiator	D1 agonist	D2 ag	D1 antagonist	D2 antagonist
CCn1cc(C(=O)NCCCN(CC(C)C)CC(C)C)c(=O)c2cc(S(=O)(=O)N(C)C3CCCCC3)ccc21	-10&-3	0.7%&0.9%	8	-3&-1	-4&4	3&1	0.7&0.7	5&13	-7
O=C(NNC(=O)C12CC3CC(CC(C3)C1)C2)c1cccc([N+](=O)[O-])c1	-1	0.5%	4	2	-5	2	0.3	-10	-9
Cc1sc2ncnc(N3CCN(CCOc4ccc(Cl)cc4)CC3)c2c1C	-12	-1.3%	-16	-3	4	11	-1.4	-2	35*
COc1ccccc1-c1cc(C(=O)N2CCc3ccccc3C2)c2ccccc2n1	-8	3.3%	/	-17	-6	4	-1.7	-86*	-2
CC1(C)Oc2ccc(C(=O)NC3CCCCC3)cc2N(CC#N)C1=O	3	2.3%	-15	46*	-2	4	-0.6	8	25
O=C(CSc1nnc(CNC(=O)c2cccs2)o1)Nc1cccc(Cl)c1	2	0.2%	-1	18	-4	6	0.5	-12	-11
Cc1c(Cl)c([N+](=O)[O-])nn1CCCC(=O)Nc1c(Cl)cccc1Cl	-6	1.3%	-2	-2	1	0	0.4	-10	0
CC(C)(C)NC(=O)NC(=O)COC(=O)CNS(=O)(=O)c1ccc(Br)cc1Cl	-10	5.3%	2	0	-11	5	-5.2	-15	-2
Brc1ccc(CSc2nnc(-c3cccnc3)o2)cc1	-5	0.2%	3	2	-2	0	0.1	-5	0
Cc1cccc(N2C(=O)C(CC(=O)Nc3ccccc3)N(C3CCCCC3)C2=O)c1 (configuration not stated)	0	7.2%	/	-4	3	-2	0.7	-3	/
COc1ccc(/C=C\C(=O)NCC(=O)N/N=C/c2ccc(O)cc2O)cc1	-16	6.4%	7	-3	-10	1	-1.7	1	-10
COCCn1c(SCC#N)nnc1-c1ccc2c(c1)OCO2	8	-1.6%	0	-1	-1	5	-0.3	-7	-1
COc1ccc(NS(=O)(=O)c2cc(NC(=O)c3cnc(C)cn3)ccc2N2CCCC2)cc1	-17	-0.2%	-6	2	2	3	-1.3	-10	-1
Cc1cc2ccccc2n1CCNC(=O)C(C)(C)C	5	-3.0%	-9	4	-1	1	-0.1	-7	2
COCCCNC(=O)c1ccc(-n2nc(C(F)(F)F)cc2-c2cccs2)cc1	7	1.4%	-10	0	-7	11	0.7	-2	10
CCC(C)/C(C)=N/NC(=O)c1ccccc1OCCOc1ccccc1 (configuration not stated)	15	-1.9%	-3	-4	-8	0	0.2	3	-1
CO/N=C/C(NC(=O)c1ccc(C(F)(F)F)cc1)C(=O)OC (configuration not stated)	-16	2.4%	-21	-4	-2	2	-0.3	6	10
Cc1[nH]c2ccccc2c1C(=O)C(C)OC(=O)C1CCC1 (configuration not stated)	-3	-1.1%	2	-2	-1	9	1.5	6	3
COC/C=C/C1=CC2=CC(=O)C(C)(OC(=O)c3cnc4ccccc4n3)C(=O)C2=CN1c1ccccc1 (configuration not stated)	6	-2.2%	/	11	2	5	-0.1	11	10
O=c1c2ccccc2nc(-c2ccco2)n1/N=C/c1ccco1	-6	3.1%	2	-3	-6	12	0.3	11	-1
O=C(NCC1CCCCC1)C1CCC(=O)N(CCc2cccc(F)c2)C1 (configuration not stated)	4	-0.9%	2	2	-6	4	-0.6	11	-2
CCOc1ccc(CNC(=O)c2ccc(Sc3ccc(C)cc3)c(N)c2)cc1OC	15	3.7%	-9	-5	-2	1	-0.6	-28	/
CCCCCOCC1CC(C/C(C)=N/NC(N)=O)(C(=O)OCC)C(=O)O1 (configuration not stated)	-4	0.1%	6	-2	1	2	0.3	-3	8
Cc1ccc(N(C(=O)C2COc3ccccc3O2)C(C(=O)NC2CCCCC2)c2cn(C)nc2C)cc1 (configuration not stated)	15	0.7%	/	6	-7	10	-1.5	-3	-22
COC(=O)C(C)Sc1nc2c(cnn2-c2ccccc2)c(=O)[nH]1 (configuration not stated)	0	3.6%	7	1	-1	7	0.4	-5	8
CN(Cc1cccc(Cl)c1)C(=O)C1CSC2(C)CCC(=O)N12 (configuration not stated)	5	2.3%	-3	-3	-1	1	-0.6	3	10
Cn1nc(C(=O)N2CCCc3ccccc32)c2ccccc2c1=O	3	0.9%	-4	-2	-1	3	0.0	-2	8
N#C/C(=C\c1ccc(-c2ccc([N+](=O)[O-])cc2Br)o1)C(=O)N1CCN(c2ccccc2)CC1	-3	0.4%	1	0	-8	0	0.3	4	-3
O=C(CN1CCN(C/C=C/c2ccccc2)CC1)NC(=O)NC1CCCCC1	-34	-1.0%	-19	0	0	6	23	-7	71*
O=C(Nc1cccc(-n2cccn2)c1)C1CCCN(Cc2cc3ccccc3[nH]2)C1 (configuration not stated)	-22	0.4%	-19	7	-4	12	0.7	-26	-3
Clc1cccc(OCCCN2CCCC2)c1Cl	-23	-0.1%	4	10	-11	9	0.4	3	52*
O=C(O)CCc1ccc(-c2cccs2)n1NC(=O)c1ccccc1Br	-5	-0.2%	-5	19	3	1	0.5	-3	-1
OC(CNCc1ccccc1)Cn1ccc2ccccc21 (configuration not stated)	-11	0.0%	-6	2	-1	14	0.4	-12	-5
CC1=CC2=NC(=O)/C(=C\c3cccn3CCOc3cc(C)ccc3C)C(=N)N2O1	-6	1.5%	-1	3	0	9	-0.7	6	23
